G6PDH counter: L. mesenteroides G6PDH inhibitors, counter-screen for G6PDH-coupled screening assays, biochemical, Leuconostoc mesenteroides enzyme; inhibition, % at 5 µM; glucose-6-phosphate dehydrogenase [Leuconostoc mesenteroides]; Purified L. mesenteroides G6PDH, diaphorase/resazurin coupled fluorescence, 45 min; hit rate 0.12% among 200,000; AID 1020, 2008; in the data active = inhibition above about 50%
NF-kB neuron act: activators of NF-kB expression in neurons, primary screen, cell-based, HTS | human neuronal cells, NF-kB reporter expression; stronger effect = higher value | fold change at 12.5 µM | hit rate 1.6% among 190,000; in the data active = fold change above about 3.3
FLuc stim CS: FLuc activators, initial screening, artefact control for FLuc-dependent activation tests, biochemical, ATPlite luminescence. Luciferin 4-monooxygenase (Photinus pyralis), P08659. AID 1027, 2008. activation factor at 10 µM. 200,000 tested, under 10 active. ATPlite luciferase biochemical, 10 min; 0 = ATP-free wells, 1 = DMSO control;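 active = luciferase activation factor, scaled between plate controls, of at least 2 with compound at 10 µM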
Target sequence (P08659 whole entry, looked up): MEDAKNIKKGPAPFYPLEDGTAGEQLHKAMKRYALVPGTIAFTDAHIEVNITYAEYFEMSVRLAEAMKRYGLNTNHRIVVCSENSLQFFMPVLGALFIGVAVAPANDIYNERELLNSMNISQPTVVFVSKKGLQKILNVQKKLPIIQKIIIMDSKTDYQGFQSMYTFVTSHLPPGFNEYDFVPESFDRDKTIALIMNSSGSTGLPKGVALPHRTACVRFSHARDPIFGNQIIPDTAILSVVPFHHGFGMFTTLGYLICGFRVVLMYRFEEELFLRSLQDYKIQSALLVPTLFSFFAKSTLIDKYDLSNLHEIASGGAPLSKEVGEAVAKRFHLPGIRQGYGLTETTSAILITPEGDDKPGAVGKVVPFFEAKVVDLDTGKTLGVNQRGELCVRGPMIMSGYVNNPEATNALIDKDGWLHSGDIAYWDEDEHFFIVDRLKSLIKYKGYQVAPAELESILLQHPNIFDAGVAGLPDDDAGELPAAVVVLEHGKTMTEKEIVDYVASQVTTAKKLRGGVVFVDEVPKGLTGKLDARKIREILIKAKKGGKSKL
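Assay system: Luciferase/luciferin detection reagent, cell-free biochemical luciferase assay / Read-out: luciferase activation / Benchmarks: No-ATP low control, compound-free enzyme-plus-ATP high control / Medium: PBS buffer for ATP / Detection: luminescence measurement of luciferase light output / Schedule: 10 min at ambient temperature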
Diaphorase inh: diaphorase inhibitors and chemical oxidizers, primary screen, counter-screen for diaphorase-coupled primary assays, biochemical, uHTS, resorufin fluorescence. AID 1217, 2008. diaphorase resazurin-to-resorufin fluorescence, NADH, 16 min; bacterial (C. kluyveri) enzyme, not human. inhibition, % at 20 µM. hit rate 0.69% among 190,000;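 active = primary screen inhibition at 20 µM above a set limit, cut at about 50% in these data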;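 also: plate controls were DMSO with full reaction for no effect and wells lacking NADH for full effect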
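Test system: Clostridium kluyveri diaphorase enzyme / Quantity: diaphorase at 0.14 U/mL in enzyme working solution / Incubation: 16-min room-temperature incubation before reading / Benchmarks: NADH-free wells as positive control, DMSO-only neutral wells / Signal: resorufin fluorescence 544/590 nm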
APP 5UTR inh: inhibitors of APP translation via 5'UTR reporter, primary screen, APP 5'UTR luciferase, SH-SY5Y cells. SH-SY5Y APP 5'UTR-luciferase reporter, luminescence. inhibition, % at 2 µM. hit rate 0.82% among 190,000. AID 1285, 2008;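 active = inhibition above a set limit, derived from the sample mean plus 3 SD, cut at about 45% in these data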; also: values of inactives mirror those of a sister screen read the other way
STAT1 activator: STAT1 signaling activators, primary screen, cell-based, HTS, luciferase reporter; NIH 3T3 STAT1-luciferase reporter, IFN-gamma, luminescence; 100% = IFN-gamma alone, no compound; hit rate 2.6% among 200,000; activation (% of control), % at 5.5 µM;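 active = activation above the screen-wide mean activation plus 3 SD, cut at about 130% in these data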;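 also: raw ratio to IFN-gamma control signal so 100% means no change and 0% no light; values of inactives mirror those of a sister screen read the other way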
APP 5'UTR act: activators of APP 5'UTR luciferase reporter, primary screen, SH-SY5Y cells; SH-SY5Y APP 5'UTR luciferase reporter, luminescence; zero percent = DMSO vehicle wells; activation, % at 2 µM; hit rate 1% among 190,000;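 active = activation above a set limit, based on mean plus 3 SD of controls, cut at about 140% in these data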; also: values of inactives mirror those of a sister screen read the other way
TLR4-MyD88 BLA: inhibitors of TLR4-MyD88 association in cells, primary screen, cell-based, HeLa CL3-4, BLA complementation, FRET ratio. inhibition, % at 8.4 µM. HeLa CL3-4 TLR4/MyD88 BLA complementation. hit rate 0.18% among 200,000; in the data active = inhibition above about 25%;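 also: 0% = vehicle and 100% = reference inhibitor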
FLuc inhib CS: firefly luciferase enzyme inhibitors, primary screen, artefact control for luciferase-based inhibitor screens, biochemical, luminescence, ATPLite; 10 min; hit rate 1.5% among 200,000; Luciferin 4-monooxygenase (Photinus pyralis), P08659; inhibition, % at 10 µM;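 active = inhibition above about 50% when tested at 10 µM, limit read from the data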
Diaph act CS: compounds boosting diaphorase resazurin reduction – biochemical, uHTS, resorufin fluorescence, counter-screen for diaphorase-coupled primary assays, primary screen. hit rate 0.005% among 190,000. Diaphorase/resazurin coupled assay, 16 min; stronger effect = higher value; 1 = vehicle wells, 0 = NADH-free wells. AID 1229, 2008. activation factor at 20 µM;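 active = diaphorase activity raised at least twofold by the compound at 20 µM; inactive = activation factor below 2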
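test system = bacterial diaphorase enzyme (C. kluyveri) | quantity = enzyme 0.07 U/mL final | reagent = NADH substrate 0.114 mM plus resazurin dye 0.1 mM, final | incubation = 16 min enzyme reaction, ambient temperature | buffer or medium = HEPES pH 7.4 buffer with MgCl2 and Tween 20 | signal = fluorescence of resorufin, 544 nm excitation, 590 nm emission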
Numbers without * were called inactive; . = not tested or not shown.

Compound,G6PDH counter,NF-kB neuron act,FLuc stim CS,Diaphorase inh,APP 5UTR inh,STAT1 activator,APP 5'UTR act,TLR4-MyD88 BLA,FLuc inhib CS,Diaph act CS
Cc1occc1-c1nnc(SCCCC(=O)c2ccc(F)cc2)n1C,9,1,1,8,-6,99,6,-5,-2,0.9
O=C(NC1CC1)C1=C[C@@H](C2CCCCC2)C[C@@H](OCCCCO)O1,1,1.1,1,5,-1,86,1,10,1,1
CC1=NN(c2ccccc2)C(=O)/C1=C/c1c(O)n(-c2ccc(F)cc2)[nH]c1=O,-25,1.5,0.4,25,-39,153*,39,-6,63*,0.7
C=CCNC(=O)CC(C)C(CCCCC)C(=O)O (stereo not drawn),4,1.1,1,14,-1,102,1,3,-4,0.9
COc1ccc(C2(O)CC3CCC(C2)N3c2cc(C)nc(-c3ccccc3)n2)cc1 (stereo not drawn),-1,0.76,1,18,-12,103,12,-12,-3,0.8
Nc1nnc(SCCCC(=O)c2ccc(F)cc2)s1,3,1.6,0.9,3,-19,116,19,-1,6,1
CCCCS(=O)(=O)Nc1ccc2c(c1)ncn2C1CCCCC1,12,1.1,1,-7,-1,95,1,0,-2,1.1
COc1cc(NS(=O)(=O)c2ccc(NC(=S)NC(=O)c3ccco3)cc2)ncn1,-6,1,1,19,-15,99,15,-9,-3,0.8
Cn1c(N)c(-c2nc3cccnc3n2C)sc1=S,0,1.3,1,11,-21,116,21,-2,0,0.9
O=C(O)/C=C/C(=O)Nc1ccc(SC(F)(F)F)cc1,3,1.1,1,-1,-2,92,2,0,0,1
CCCCn1c(SCC(=O)N2CCCCC2C)nc2cc(S(N)(=O)=O)ccc21 (stereo not drawn),0,1.1,1,12,0,94,0,14,-2,0.9
COc1ccccc1C(=O)COC(=O)c1ccc(N(C)C)cc1,-4,1,0.6,8,-142,174*,142*,-6,36,0.9

The final 2 records of the section before come first, to join the parts:
Compound,G6PDH counter,NF-kB neuron act,FLuc stim CS,Diaphorase inh,APP 5UTR inh,STAT1 activator,APP 5'UTR act,TLR4-MyD88 BLA,FLuc inhib CS,Diaph act CS
CCCCn1c(SCC(=O)N2CCCCC2C)nc2cc(S(N)(=O)=O)ccc21 (stereo not drawn),0,1.1,1,12,0,94,0,14,-2,0.9
COc1ccccc1C(=O)COC(=O)c1ccc(N(C)C)cc1,-4,1,0.6,8,-142,174*,142*,-6,36,0.9
CCCOc1ccc(N2C(=O)C3ON(c4ccccc4)C(c4ccc(O)c(OC)c4)C3C2=O)cc1 (stereo not drawn),9,1,1,10,-6,100,6,-10,-3,0.9
CC(C)Oc1ccc(NC(=O)CCC(=O)O)cc1,1,1.1,1,6,20,94,-20,-1,-2,0.9
CO/N=C/C(NC(=O)c1ccc(C(F)(F)F)cc1)C(=O)OC (stereo not drawn),6,1.1,0.9,7,0,96,0,14,10,0.9
CC(C)(C)c1cc(N)on1,-1,1.2,1,14,2,95,-2,7,-1,0.9
COc1ccc(C(=O)NC2=C(C#N)CCC2)cc1OC,-11,1.3,1.1,2,-5,110,5,-7,-9,1
Cc1cc(NC(=O)CSc2n[nH]c(CC(C)C)n2)no1,7,1.1,1,2,-14,97,14,20,-4,1
COC(=O)C1=C(C)N(C)C(C)=C(C(=O)OC)C1c1ccc(Cl)cc1,0,0.98,1.1,14,-6,103,6,4,-8,0.9
Cc1c(C(=O)N2CCN(S(C)(=O)=O)CC2)oc2ccccc12,10,1,1.1,-4,-10,103,10,-6,-6,1
O=C(CCCOc1ccc(Cl)cc1Cl)N1CCc2ccccc2C1,5,1,1,10,6,102,-6,-9,-2,0.9
Cc1n[nH]c(C)c1CS(=O)(=O)c1ccccc1,-1,1.1,1,-2,-8,100,9,-9,-4,1
Cc1cc(/C=N/NC(=O)c2nn(C)cc2Cl)c(C)n1-c1cccc(Br)c1,9,1.5,1,15,-4,159*,4,-16,4,0.9
CCOc1ncccc1C(=O)Nc1nnc(C2CC2)s1,-9,0.98,1.1,0,0,107,0,9,-8,1
CC(C)(C)C(=O)NNc1nc(-c2ccccc2)c2cc(Br)ccc2n1,-7,0.93,1,16,-14,100,14,-7,-4,0.8
COC(=O)Nc1ccc(S(=O)(=O)Nc2ccc(C(=O)O)cc2)cc1,7,0.94,1.1,5,-18,95,18,4,-5,0.9
CCOCc1nc(N)[nH]c(=O)c1Cc1ccc(OC(C)C)cc1,8,1.3,1.1,4,-8,95,8,-15,-8,1
Cc1ccc(C(=O)CSC2=C(C#N)C(c3ccco3)CC(=O)N2)c(C)c1 (stereo not drawn),5,1,1,20,-18,100,18,2,0,0.8
Oc1cccc2c(NC(=S)Nc3ccc(OC(F)F)cc3)cccc12,27,1.3,1,28,-57,94,57,-5,-2,0.7
CCOc1ccc(C(c2c(C)[nH][nH]c2=O)c2c(C)[nH][nH]c2=O)cc1OC,18,1.1,1.1,24,12,104,-12,7,-5,0.8
Cn1c(SCc2cc(=O)[nH]c3ccccc23)nnc1-c1ccc(Br)cc1,2,0.87,1.1,20,-16,101,17,-3,-7,0.8
CCCCCCCC1(C)NC(=O)N(c2ccccc2)N1 (stereo not drawn),5,1.1,1.1,23,-10,99,10,-12,-11,0.8
CCn1cc([N+](=O)[O-])c(C(=O)N2N=C(c3ccc(Cl)c(Cl)c3)CC2c2ccccc2O)n1 (stereo not drawn),1,0.7,1.1,21,0,104,0,-2,-6,0.8
C/C(=C\C(=O)c1ccc(Br)cc1)N1CCCCC1,-1,1.1,1,9,20,105,-20,5,4,0.9
COc1ccccc1C1=NOC(COC(=O)c2ccc(Br)cc2)C1 (stereo not drawn),4,1.3,1,16,-1,103,1,-11,-4,0.8
N/C(=N\OC(=O)CCCOc1ccc(Cl)cc1Cl)c1ccccn1,13,1,1.1,5,12,96,-12,8,-8,0.9
CSC1=C(C#N)C(c2cccs2)CC(=O)N1C (stereo not drawn),-3,.,1.1,18,-20,101,20,9,-6,0.8
CCOC(=O)c1ccc(NC(=O)CNS(=O)(=O)c2ccccc2)cc1,2,1.5,1,3,5,102,-5,1,2,1
COc1ccc(C(=O)COC(=O)CSCc2c(C)noc2C)cc1OC,6,1.2,1,1,-9,100,9,19,-4,1
Cc1ccc(S(=O)(=O)Nc2ccc(S(=O)(=O)Nc3ncccn3)cc2)cc1,9,1.2,1.1,-2,-6,102,6,0,-8,1
Cc1nn(-c2ccccc2)c(C)c1CN,13,1,1.1,12,4,106,-4,-2,-9,0.9
CN(c1ccccc1)S(=O)(=O)c1cccc(C(=O)Nc2nccs2)c1,6,1,1,10,8,105,-8,-8,0,0.9
Cc1ccccc1Oc1nc2c(C)cccn2c(=O)c1/C=C(\C#N)C(=O)Nc1c(C)n(C)n(-c2ccccc2)c1=O,-10,2.3,1,4,3,86,-3,4,4,1
Cc1nc(N2CCN(C(=O)c3ccco3)CC2)c2c3c(sc2n1)CCC3,1,0.85,1,12,-1,94,1,7,-4,0.9
COc1ccc(OC)c(-n2c(SCC(N)=O)nnc2-c2c[nH]c3ccccc23)c1,-4,0.9,1,22,.,102,.,-8,-2,0.8
Cc1cc(C)n(-c2ccc(C(=O)Nc3cccnc3Cl)cc2)n1,-3,1.1,1,4,6,102,-6,3,3,1
O=C(Cc1c[nH]c2ccccc12)NCc1ccc(Cl)cc1,-4,1.2,0.9,14,-6,97,6,5,6,0.9
CCCN(CCC)CCOc1cc(C)ccc1C(C)C,12,1.3,1,20,22,100,-22,12,-2,0.8
Cn1c(=NC(=O)c2ccco2)sc2ccccc21,10,4.6*,0.1,16,-156,119,156*,-1,86*,0.8
COc1ccc(Cc2nnnn2CC(=O)O)cc1,2,1.2,1,-3,8,104,-8,5,-4,1
O=C(Cc1ccc(S(=O)(=O)N2CCOCC2)s1)NCC1CCCCC1,1,1,1.1,-1,10,97,-10,17,-9,1
Clc1ccccc1N1CCN(c2ncnc3nc[nH]c23)CC1,-17,1.4,1.1,0,10,66,-10,-5,-6,1
Nn1c(SCC(=O)Nc2nccs2)nncc1=O,5,0.92,1,7,1,99,-1,-10,-5,0.9
CN(C)c1ncc(S(=O)(=O)c2ccc(Cl)cc2)c(-c2ccc(Cl)cc2Cl)n1,2,1,1.1,11,6,87,-6,1,-7,0.9
Cc1cccc(NC(=O)CCC(=O)N/N=C/c2ccco2)c1,-1,0.95,1.1,13,7,106,-7,-2,-6,0.9
CC(C)SCCCCOc1ccc2ccccc2c1,5,1.8,1,10,-17,102,17,3,2,0.9
O=c1oc(-c2ccco2)nc2sc3c(c12)CCCCC3,8,2.5,0.2,12,-11,110,11,3,83*,0.9
CS(=O)(=O)N(CC(=O)N1CCCC1)Cc1ccccc1,16,1.1,1.1,.,-19,98,19,14,-7,.
Cc1ccc2c(c1)cc(C)c1nnc(SCC(=O)NCc3ccco3)n12,0,1.1,1,16,-4,103,4,8,-4,0.8
CCc1nnc(NC(=O)CSc2nnc(CNc3ccc(OC)cc3)n2C)s1,-5,1.3,1,9,-9,106,9,-9,-2,0.9
O=C(NNC(=O)c1ccc(O)cc1O)c1ccc(Cl)cc1,-5,1.2,0.8,7,-35,102,35,-1,17,0.9
COCCNC(=O)C(c1ccc(F)cc1)N(CC1CCCO1)C(=O)CCC(=O)Nc1ccccn1 (stereo not drawn),2,1.2,1,10,-8,101,8,2,0,0.9
COc1ccc(CC(=O)Nc2ccc(-c3nc4cc(C)ccc4o3)c(O)c2)cc1OC,13,1,1,-45,-16,110,16,7,-3,1.5
Cc1sc2ncnc(N3CCN(CCOc4ccc(Cl)cc4)CC3)c2c1C,-14,1.1,1,15,3,80,-3,-2,-1,0.9
CC1(C)CC(NC(=O)C23CCC(C)(C(=O)C2=O)C3(C)C)CC(C)(C)N1 (stereo not drawn),-2,1.1,1,4,-1,100,1,15,-2,1
CC(=O)NS(=O)(=O)c1cccnc1Nc1cccc(Cl)c1,3,1.2,1,1,6,100,-6,-3,-3,1

Bioassay records (PubChem BioAssay)
